Screens from PubChem BioAssay.
ADAM17 inh = ADAM17 inhibition, QFRET primary screen. recombinant ADAM17, EDANS/DABCYL FRET peptide cleavage. inhibition, % at 6.95 µM. AID 720648. P78536. 370,000 tested, 0.83% active;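 active means inhibition above the mean of compounds lying between control limits plus 3 SD, set per campaign, cut at about 8.5% in these data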;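 further: 0% = DMSO-only wells as the low control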
DAX1 inh-1 = DAX1 (NR0B1) inhibition, primary screen; inhibition, % at 6.8 µM; HEK293T StAR-luciferase reporter, SF-1/DAX-1 repression relief; 370,000 tested, 1.1% active; AID 652010;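 active means inhibition above the mean over all tested compounds plus 3 SD, cut at about 3.6% in these data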;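 further: 0% = DAX-1 cells with DMSO and 100% = cells lacking DAX-1 with DMSO; higher inhibition means more luminescence from relief of DAX-1 repression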
hcDAF12 agonist = activates DAF-12 receptor from parasite H. contortus. HEK293 hcDAF-12 lit1-tk-luc reporter, luminescence; 0% DMSO, 100% Δ7-dafachronic acid. activation, % at 6.8 µM. 370,000 tested, 1.4% active. AID 652067;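 active means activation above the mean of all tested compounds plus 3 SD, cut at about 5.5% in these data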;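 further: 100% = response to 3 µM Δ7-dafachronic acid high control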
ssDAF-12 act = S. stercoralis DAF-12 activation, primary screen; HEK293 ssDAF-12/GRIP1 lit1-tk-luc reporter, luminescence; % of 3 µM dafachronic acid response; activation, % at 6.8 µM; 370,000 tested, 1% active;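 active means activation above the mean over all tested compounds plus 3 SD, cut at about 0.9% in these data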;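 further: 0% = DMSO-only wells and 100% = 3 µM delta7-dafachronic acid wells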
PLCg1 inh = inhibitors of human phospholipase C gamma1 | P19174 | purified PLC-gamma1, fluorogenic substrate, fluorescence | inhibition, % at 12.2 µM | 370,000 tested, 0.84% active; in the data active means inhibition above about 9.5%
DAX1 inh-2 = inhibits human nuclear receptor DAX1. P51843. HEK293 Gal4-DAX1 luciferase reporter, luminescence. inhibition, % at 6.75 µM. 340,000 tested, 0.99% active. AID 504766;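 active means inhibition above the mean over all tested compounds plus 3 SD, cut at about 4.2% in these data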;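 further: 0% = DAX1-transfected cells with DMSO and 100% = empty-vector control cells with DMSO; inhibition shows as a rise in luminescence from relieved DAX1 repression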
PLC-beta3 inh = PLC-beta3 (human) inhibition, primary screen. AID 720704. 370,000 tested, 0.18% active. Q01970. inhibition, % at 12.2 µM. Purified PLC-beta3, fluorogenic substrate, fluorescence; in the data active means inhibition above about 11%;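 further: 0% = median of compound wells on plate and 100% = full blocker control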
MBD2 inh = MBD2-methylated oligo binding inhibition | Q9UBB5 | TR-FRET, MBD2 binding to methylated oligonucleotide | inhibition, % at 4.4 µM | 370,000 tested, 0.31% active; in the data active means inhibition above about 13%
Target sequence (Q9UBB5 whole entry, looked up): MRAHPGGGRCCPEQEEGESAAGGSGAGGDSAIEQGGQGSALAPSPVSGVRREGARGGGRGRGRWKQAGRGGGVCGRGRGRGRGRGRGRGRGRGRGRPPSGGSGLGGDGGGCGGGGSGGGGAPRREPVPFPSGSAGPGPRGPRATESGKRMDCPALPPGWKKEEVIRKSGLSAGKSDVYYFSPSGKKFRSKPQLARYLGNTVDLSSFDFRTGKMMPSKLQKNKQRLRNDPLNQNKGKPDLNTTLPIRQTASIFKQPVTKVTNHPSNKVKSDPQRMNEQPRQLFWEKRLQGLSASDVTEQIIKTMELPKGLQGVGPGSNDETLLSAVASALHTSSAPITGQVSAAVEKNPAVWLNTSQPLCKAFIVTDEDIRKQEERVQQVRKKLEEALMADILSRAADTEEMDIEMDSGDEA
SMARCA2 act = SMARCA2 function activation, primary screen | MG213 cells, MMTV-luciferase reporter, dexamethasone, overnight | activation, % at 9.1 µM | 370,000 tested, 1% active | AID 652017; in the data active means activation above about 7.8%;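 further: 0% = vehicle wells and 100% = reference activator wells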
hgDAF12 agonist = activates the H. glycines DAF-12 receptor ligand-binding domain; HEK293 GAL4-hgDAF12 UAS-luciferase reporter, agonist luminescence; normalized to butyrate control; activation, % at 6.8 µM; 370,000 tested, 1.8% active; AID 687014;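 active means activation above a cutoff set at the mean of all screened compounds plus 3 SD, cut at about 10% in these data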;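 further: 0% = DMSO wells and 100% = sodium butyrate wells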
NR1D1 modulator = modulates human Rev-erb alpha binding to DNA; Rev-erbα–FITC-DNA binding, fluorescence polarization, 90 min; 370,000 tested, 0.79% active; activity, % at 10 µM;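 active means activity above about 14%, limit read from the data; passing the limit was not always enough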;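 further: 0% = DMSO wells with 35 nM protein and 100% = DMSO wells with 750 nM protein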
Target sequence (P20393 whole entry, looked up): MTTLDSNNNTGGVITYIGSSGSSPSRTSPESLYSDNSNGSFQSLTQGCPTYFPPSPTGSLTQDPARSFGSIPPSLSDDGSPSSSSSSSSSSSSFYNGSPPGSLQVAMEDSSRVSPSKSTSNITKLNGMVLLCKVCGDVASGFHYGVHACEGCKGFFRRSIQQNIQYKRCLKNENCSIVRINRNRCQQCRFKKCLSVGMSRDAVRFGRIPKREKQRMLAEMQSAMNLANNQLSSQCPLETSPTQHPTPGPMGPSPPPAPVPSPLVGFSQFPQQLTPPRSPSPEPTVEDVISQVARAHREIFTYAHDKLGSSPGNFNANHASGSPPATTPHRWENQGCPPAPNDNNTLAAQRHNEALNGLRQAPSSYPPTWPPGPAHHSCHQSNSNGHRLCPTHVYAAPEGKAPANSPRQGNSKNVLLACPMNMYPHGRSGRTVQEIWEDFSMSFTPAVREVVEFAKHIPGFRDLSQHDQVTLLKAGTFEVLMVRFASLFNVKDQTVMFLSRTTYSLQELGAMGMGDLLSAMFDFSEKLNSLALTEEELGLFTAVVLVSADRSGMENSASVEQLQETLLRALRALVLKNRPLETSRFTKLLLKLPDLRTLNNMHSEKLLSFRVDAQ
An asterisk follows results filed as active; i = inactive; nt = not tested or not shown.

SMILES	ADAM17 inh	DAX1 inh-1	hcDAF12 agonist	ssDAF-12 act	PLCg1 inh	DAX1 inh-2	PLC-beta3 inh	MBD2 inh	SMARCA2 act	hgDAF12 agonist	NR1D1 modulator
COCCCN(CCC#N)C(=O)c1c(-c2c(Cl)cccc2Cl)noc1C	-3	0.1	-1.0	-0.5	-1	1.1	-2	0	-2	-2.2	4
CC(=O)N(CCc1ccccc1C)Cc1cc2cc(C)ccc2[nH]c1=O	-4	0.3	0.0	-1.1	-2	0.1	-6	0	-2	-0.6	-11
O=C(Nc1nc2ccccc2s1)c1ccccc1[N+](=O)[O-]	2	1.4	2.3	1.2*	0	0.4	-7	-8	3	7.2	2
NC(=O)CCC1NC(=S)N(Cc2ccccc2)C1=O (stereo not drawn)	-3	-0.2	-1.6	-0.8	6	-1.0	-7	0	-3	-3.2	-1
CC/C(=N\NC(=O)CSCc1ccc(Cl)cc1)c1ccc2c(c1)OCCO2	3	-0.6	0.2	-1.3	-2	0.0	-2	1	-2	1.4	4
CCOc1cc(/C=N/NC(=O)c2ccc(N(C)S(=O)(=O)c3ccccc3)cc2)ccc1OC	-8	-0.7	-2.3	-1.3	-82	-1.9	-135	-2	0	1.3	2
OC(C#CCCN1CCCCC1)(c1ccccc1)c1ccccc1	-1	0.1	-1.4	-1.1	1	nt	-5	2	0	-2.5	-3
COc1ccc(CN(C)C(=O)c2cc(-c3ccc(C)cc3C)nc3ccccc23)c(OC)c1OC	5	-1.1	-3.9	-1.8	2	-3.1	-3	5	-4	-2.6	3
CCC(=O)N1CCc2cc(Br)cc(S(=O)(=O)N3CCC(C(=O)NC(C)(C)C)CC3)c21	0	-0.1	-2.6	-1.1	1	1.1	5	0	-2	-1.0	-5
c1ccc(-c2cc(-c3ccncc3)nc3ccc4ccccc4c23)cc1	0	-0.3	0.6	-0.8	-1	0.8	2	-2	1	-0.3	20
COc1cc(C(=S)N2CCC(Cc3ccccc3)CC2)ccc1OCC(N)=O	0	-0.8	2.2	-0.2	2	1.1	-2	-1	0	-1.1	0
COC(=O)c1ccc(N2CCC(C)CC2)c(N)c1	-4	1.3	2.2	-0.4	-29	1.9	-46	-1	3	3.9	0
Cc1c2cn[nH]c(=O)c2c(C)n1-c1ccccc1	-9	0.2	-1.2	-1.2	-3	-0.7	-1	4	4	2.8	10
COc1ccc(S(=O)(=O)Nc2ccc3c(c2)CC(=O)N([C@H](C)CO)C[C@H](C)[C@H](CN(C)C(=O)Nc2ccc4c(c2)OCO4)O3)cc1	-3	-0.3	0.9	-1.3	3	0.4	-3	0	0	-3.3	-4
CSCC[C@H](NC(=O)C1CCC(CNC(=O)[C@@H]2CCCN2C(=O)OC(C)(C)C)CC1)C(=O)O (stereo partly drawn)	-3	-0.1	-0.7	-1.5	0	-1.5	2	3	1	0.8	1
Cc1cccc2cc(CN(Cc3cccs3)Cc3nnnn3Cc3ccccc3)c(=O)[nH]c12	11*	0.4	-2.3	-1.4	3	-1.2	-5	-3	-2	-2.2	0
Cc1ccc(Cl)cc1N1CCN(C(=O)Cn2ccc3ccccc3c2=O)CC1	-7	-1.4	-1.8	-1.7	1	-1.5	6	2	-6	-4.2	2
O=S(=O)(NC(=S)c1ccccc1)c1ccccc1	1	-0.3	1.1	-1.5	3	1.3	-4	1	-4	-1.5	1
O=S(=O)(NCC(c1cccnc1)N1CCOCC1)c1ccccc1 (stereo not drawn)	-2	0.3	-0.3	-1.1	2	-0.1	2	2	0	-0.8	-1
CC(C)(C)c1cc(=O)n(-c2ccccc2)[nH]1	0	-1.3	3.7	-1.2	28*	-1.4	9	9	-1	-3.2	-4
COc1ccc(N(CC(=O)Nc2cccc3ccccc23)S(C)(=O)=O)cc1	0	0.4	-2.4	0.2	2	0.7	-2	2	0	0.6	-3
CN1C2CCC1/C(=C/c1cccn1C)C(=O)/C2=C\c1cccn1C	-8	0.4	-2.0	-1.4	-17	-1.5	-21	-9	-1	-0.6	12
O=C(NCc1ccco1)[C@@H]1CSC2c3ccccc3C(=O)N21 (stereo partly drawn)	3	0.7	-2.0	-1.2	0	0.5	0	5	0	-1.1	-4
COc1cccc(C(=O)N(C)C(C)c2nc3ccccc3s2)c1 (stereo not drawn)	-3	-0.2	-1.2	-0.7	0	-0.2	-6	0	-3	-2.2	2
COc1cc(C(=O)OCC(=O)N2c3ccccc3NC(=O)C2(C)C)ccc1OCC(C)C	1	-3.4	-1.7	-1.4	3	-2.6	1	-5	2	-3.0	2
O=C(CN1C(=O)C2C3C=CC(C3)C2C1=O)Nc1ccc(S(=O)(=O)Nc2nccs2)cc1 (stereo not drawn)	-2	-0.1	-1.9	-1.6	-4	0.3	-10	0	-2	-3.5	5
Cc1ccc(NC(=O)CN(C)Cc2ccc(Cl)cc2)cc1	8.8*	0.4	-1.1	-0.4	1	-1.9	-3	-3	4	1.3	0
COc1ccccc1C(=O)N/C(=C\c1ccccc1)C(=O)NC(Cc1ccccc1)C(=O)O (stereo not drawn)	-4	0.2	0.9	-0.7	-4	-0.5	-16	7	-4	0.7	0
CCOc1ncccc1C(=O)OCC(=O)Nc1cccc(S(N)(=O)=O)c1	6	-0.1	-1.3	-0.6	6	-0.7	6	2	-3	0.9	-6
Cc1sc2ncnc(OCC(=O)c3ccc(S(=O)(=O)N4CCCC4)cc3)c2c1C	4	-1.3	-3.1	-2.0	-1	-2.3	0	3	-1	-2.7	4
O=C(COC(=O)CSc1ccc2ccccc2c1Br)NC1CC1	4	-0.2	-2.0	-0.8	-4	-0.5	-1	-6	1	1.2	2
COc1ccc2cc3cc(C(=O)NCC4CCCO4)oc3nc2c1 (stereo not drawn)	i	-0.4	-2.5	-1.0	i	-0.8	i	-12	-3	-1.1	-4
Cc1nn(C)c(C)c1S(=O)(=O)NCc1cccs1	-4	0.4	0.9	-1.2	1	1.0	2	3	-3	-1.2	-3
CCOc1cc(N2CCOCC2)c(OCC)cc1NC(=O)c1ccccc1C	-6	-0.6	-0.8	-2.7	0	0.0	-5	1	-3	1.7	-3
CCOC(=O)c1c(C)[nH]c(C(=O)COC(=O)CCC2CCCC2)c1C	4	0.0	-0.9	-1.1	2	1.1	0	-1	-3	0.4	-3
CC(NS(=O)(=O)c1cccc(Cl)c1)C(=O)N(C)C1CCN(C)CC1 (stereo not drawn)	-4	0.3	-1.2	-2.1	-1	-0.3	-4	7	-4	-1.2	-2
COc1ccc(S(=O)(=O)N2CCN(Cc3cccc(Cl)c3)CC2)cc1	-1	0.4	-2.8	-1.5	-1	-0.2	-3	-4	1	-1.0	12
COc1ccc(CNC(=O)C(=O)NCC2CCCN2S(=O)(=O)c2cccs2)cc1 (stereo not drawn)	-4	-1.8	-0.3	-0.9	0	0.9	-6	-5	1	2.0	-6
Cc1cc(C)n(-c2nc3c(c(=O)[nH]c(=O)n3C)n2CC(O)COc2ccccc2C)n1 (stereo not drawn)	1	0.0	-0.1	-1.5	0	-0.2	3	2	-1	-1.0	10
CN(Cc1ccccc1)C(=O)OCc1cn(Cc2cccc(C(F)(F)F)c2)nn1	2	-0.1	-2.1	-1.7	1	nt	-1	2	-1	0.6	-2

Eight compounds out of the list, sorted by count of non-hydrogen atoms, smallest number first.
SMILES	ADAM17 inh	DAX1 inh-1	hcDAF12 agonist	ssDAF-12 act	PLCg1 inh	DAX1 inh-2	PLC-beta3 inh	MBD2 inh	SMARCA2 act	hgDAF12 agonist	NR1D1 modulator
O=C(NCc1ccco1)[C@@H]1CSC2c3ccccc3C(=O)N21 (stereo partly drawn)	3	0.7	-2.0	-1.2	0	0.5	0	5	0	-1.1	-4
CC(NS(=O)(=O)c1cccc(Cl)c1)C(=O)N(C)C1CCN(C)CC1 (stereo not drawn)	-4	0.3	-1.2	-2.1	-1	-0.3	-4	7	-4	-1.2	-2
COc1ccc(S(=O)(=O)N2CCN(Cc3cccc(Cl)c3)CC2)cc1	-1	0.4	-2.8	-1.5	-1	-0.2	-3	-4	1	-1.0	12
COc1ccc(N(CC(=O)Nc2cccc3ccccc23)S(C)(=O)=O)cc1	0	0.4	-2.4	0.2	2	0.7	-2	2	0	0.6	-3
COc1ccc(CNC(=O)C(=O)NCC2CCCN2S(=O)(=O)c2cccs2)cc1 (stereo not drawn)	-4	-1.8	-0.3	-0.9	0	0.9	-6	-5	1	2.0	-6
Cc1cc(C)n(-c2nc3c(c(=O)[nH]c(=O)n3C)n2CC(O)COc2ccccc2C)n1 (stereo not drawn)	1	0.0	-0.1	-1.5	0	-0.2	3	2	-1	-1.0	10
COc1cc(C(=O)OCC(=O)N2c3ccccc3NC(=O)C2(C)C)ccc1OCC(C)C	1	-3.4	-1.7	-1.4	3	-2.6	1	-5	2	-3.0	2
COc1ccccc1C(=O)N/C(=C\c1ccccc1)C(=O)NC(Cc1ccccc1)C(=O)O (stereo not drawn)	-4	0.2	0.9	-0.7	-4	-0.5	-16	7	-4	0.7	0

The results go on.
SMILES	ADAM17 inh	DAX1 inh-1	hcDAF12 agonist	ssDAF-12 act	PLCg1 inh	DAX1 inh-2	PLC-beta3 inh	MBD2 inh	SMARCA2 act	hgDAF12 agonist	NR1D1 modulator
CCOC(=O)c1cccc(C2=CC(=O)C[C@H](c3ccc(Cl)cc3)C2)c1	3	-0.8	-1.3	-0.6	2	0.7	-3	-3	1	5.9	-6
Cc1ccc(S(=O)(=O)N2CCC(=O)N(CCOCc3ccccc3C)CC2)cc1	-2	-0.5	-0.8	-1.4	0	0.8	1	-1	1	-1.1	-1
CCN(CC(=O)Nc1c(F)cccc1F)C(=O)c1cc(C)nc2ccccc12	-4	-1.0	2.1	1.0*	-2	1.0	-10	0	1	-0.1	-4
O=C1c2oc3ccc(F)cc3c(=O)c2C(c2ccc(F)cc2)N1CCCN1CCOCC1 (stereo not drawn)	-24	-0.1	-1.8	-1.2	-75	0.6	-88	-5	1	-2.4	-3
COc1ccccc1C1(CC(=O)N2CCOCC2)CCOC(C(C)C)C1 (stereo not drawn)	-2	-0.1	-1.5	-0.8	1	1.8	-1	6	-2	-1.4	4
NCCOc1cnn(-c2ccccc2Cl)c(=O)c1Cl	0	0.3	2.2	1.0*	3	3.2	1	3	-2	0.9	4
Brc1cccc(Cn2c(-c3cncs3)nc3ccccc32)c1	7	-1.2	-1.6	-1.2	2	0.3	3	-3	1	-1.6	2
COc1ccc(C2CC(c3ccccc3O)=NN2c2ccccc2)cc1 (stereo not drawn)	-10	0.5	2.8	-0.5	-10	0.0	-17	3	-4	-1.9	6
COc1c(N2CCN(C(=S)NCc3ccccc3)C(C)C2)c(F)cc2c(=O)c(C(=O)O)cn(C3CC3)c12 (stereo not drawn)	-109	-0.9	1.2	-1.0	-195	0.0	-267	0	-1	2.1	-6
O=C(CCCN=C1NS(=O)(=O)c2ccccc21)OCc1cc([N+](=O)[O-])cc2c1OCOC2	-3	0.4	-0.3	-1.3	0	1.7	-2	-1	5	0.5	3
CC(C)c1c(C(=O)N/N=C/c2ccco2)nnn1-c1nonc1N	-3	-0.1	-1.4	-1.2	1	0.7	-13	3	-3	-0.7	0
